# H9c2 protect: modulators protecting cardiomyocytes from myocardial damage; 0.63% of 360,000 active; AID 588492; protection from H2O2 cell death, % at 20 µM; H9c2 cardiomyocytes, H2O2 injury protection, ATPLite, 2 h;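 active means compounds giving at least 50% protection of heart cells from peroxide-induced death in the single-dose screen, raw or plate-pattern-corrected value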;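 further: 0% = DMSO wells with peroxide and 100% = DMSO wells without peroxide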
# SRC2 inh: inhibits human steroid receptor coactivator 2 | Q15596 | HEK293 GAL4-SRC2 luciferase reporter, luminescence | inhibition, % at 9 µM | 0.17% of 370,000 active | AID 651957;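 active means inhibition above the mean inhibition of all tested compounds plus 3 SD, set per campaign, cut at about 52% in these data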;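 further: 0% = DMSO treated cells and 100% = cells given Gossypol at 36 µM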
# MC4R antagonist: antagonists of human melanocortin 4 receptor (MC4R). P32245. MC4R-expressing cells, MTII-stimulated cAMP, LANCE TR-FRET. inhibition, % at 6.5 µM. 0.48% of 360,000 active. AID 540295;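 active means inhibition above its plate's cutoff, the mean of tested wells on that plate plus 3 SD, cut at about 29% in these data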;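 further: 0% = Melanotan II alone and 100% = Melanotan II plus saturating MCL0020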
#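 Material – human MC4R-expressing U2OS cells · Repeats – no replicates · Detection – TR-FRET with Eu-cAMP and labeled anti-cAMP, 671 nm · Times – compound 30 min, challenge 1 h, detection 1 h · Compound – single nominal compound dose of 6.5 µM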
# ABHD5-PLIN5 inh: blocks binding of human ABHD5 to perilipin-5 | Split G. princeps luciferase complementation, luminescence, 4 h | 0.78% of 360,000 active | Q00G26+Q8WTS1 | inhibition, % at 4 µM;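 active means inhibition above the mean inhibition across every tested compound plus 3 SD, cut at about 22% in these data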;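 further: 0% = DMSO only wells and the 100% control is not disclosed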
# ABCB6 inh 2: human ABCB6 transporter inhibition; fluorescence ratio to DMSO, % at 10 µM; Q9NP58; K562-ABCB6 porphyrin accumulation, flow cytometry, 1 h; active compounds read low; AID 602162; 0.19% of 360,000 active;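 active means fluorescence ratio to DMSO below 75%, the collection mean minus 3 SD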;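 further: signal is porphyrin accumulated inside mitochondria; 100% equals median channel fluorescence of DMSO control wells; lower ratio means ABCB6 inhibition with less porphyrin fluorescence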
# N-glyco inh: blocks N-linked glycosylation in D54 reporter cells; 0.23% of 360,000 active; AID 588692; reporter increase, % at 12.5 µM; D54 ERlucT glycosylation luciferase reporter, 24 h; percent of 100 nM tunicamycin response;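 active means mean luciferase reporter signal, scaled so untreated is 0 and the glycosylation-blocking control 100, at or above a set limit in every replicate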;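 further: luciferase carries N-glycosylation sites so blocking glycosylation raises the light; 0% = median of neutral control wells and 100% = median of 100 nM tunicamycin wells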
# MC4R ag barr: agonists of human melanocortin 4 receptor (MC4R) beta-arrestin; P32245; U2OS MC4R beta-arrestin complementation, luminescence; percent of melanotan II response, DMSO zero; activation, % at 8.9 µM; 0.98% of 360,000 active; AID 540308;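 active means activation above a per-plate cutoff, the mean activation of sample wells on that plate plus 3 SD, cut at about 8% in these data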
# HTR2A ag: agonists of mouse serotonin 5-HT2A receptor (HTR2A); P35363; CHO-K1 mHTR2A beta-arrestin complementation, luminescence; percent of 30 µM serotonin response; activation, % at 7.6 µM; 0.66% of 360,000 active; AID 624169;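 active means activation above a run cutoff, the mean activation of all tested compounds plus 3 SD, cut at about 14% in these data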;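 further: 0% = plate median of compound wells and 100% = 30 µM serotonin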
# NOD2 RIPK2 PPI: blocks binding of human NOD2 to RIPK2 | O43353 | CHO BLA complementation NOD2-RIPK2, CCF4 ratio | inhibition, % at 4.98 µM | 0.38% of 360,000 active; in the data active means inhibition above about 21%;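 further: 0% = vehicle only and 100% = reference blocker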
# TLR9-MyD88 block: TLR9-MyD88 interaction inhibition | Q9NR96+Q99836 | CHO BLA complementation TLR9-MyD88, CCF4 FRET ratio | inhibition, % at 4.98 µM | 0.21% of 340,000 active | AID 504734;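 active means inhibition above the mean over all tested compounds plus 3 SD, cut at about 21% in these data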;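 further: 0% = DMSO only wells and 100% = clavulanate BLA inhibitor control wells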
# Target sequence (Q99836 whole entry, looked up): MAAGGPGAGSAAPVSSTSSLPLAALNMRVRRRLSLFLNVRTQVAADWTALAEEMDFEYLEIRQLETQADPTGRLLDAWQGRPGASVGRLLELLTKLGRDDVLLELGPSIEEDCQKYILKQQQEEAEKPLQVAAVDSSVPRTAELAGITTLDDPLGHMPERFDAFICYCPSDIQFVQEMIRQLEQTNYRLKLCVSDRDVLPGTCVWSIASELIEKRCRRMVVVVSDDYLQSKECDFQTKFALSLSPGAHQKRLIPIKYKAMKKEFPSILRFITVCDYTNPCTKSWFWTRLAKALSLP
# Target sequence (Q9NR96 whole entry, looked up): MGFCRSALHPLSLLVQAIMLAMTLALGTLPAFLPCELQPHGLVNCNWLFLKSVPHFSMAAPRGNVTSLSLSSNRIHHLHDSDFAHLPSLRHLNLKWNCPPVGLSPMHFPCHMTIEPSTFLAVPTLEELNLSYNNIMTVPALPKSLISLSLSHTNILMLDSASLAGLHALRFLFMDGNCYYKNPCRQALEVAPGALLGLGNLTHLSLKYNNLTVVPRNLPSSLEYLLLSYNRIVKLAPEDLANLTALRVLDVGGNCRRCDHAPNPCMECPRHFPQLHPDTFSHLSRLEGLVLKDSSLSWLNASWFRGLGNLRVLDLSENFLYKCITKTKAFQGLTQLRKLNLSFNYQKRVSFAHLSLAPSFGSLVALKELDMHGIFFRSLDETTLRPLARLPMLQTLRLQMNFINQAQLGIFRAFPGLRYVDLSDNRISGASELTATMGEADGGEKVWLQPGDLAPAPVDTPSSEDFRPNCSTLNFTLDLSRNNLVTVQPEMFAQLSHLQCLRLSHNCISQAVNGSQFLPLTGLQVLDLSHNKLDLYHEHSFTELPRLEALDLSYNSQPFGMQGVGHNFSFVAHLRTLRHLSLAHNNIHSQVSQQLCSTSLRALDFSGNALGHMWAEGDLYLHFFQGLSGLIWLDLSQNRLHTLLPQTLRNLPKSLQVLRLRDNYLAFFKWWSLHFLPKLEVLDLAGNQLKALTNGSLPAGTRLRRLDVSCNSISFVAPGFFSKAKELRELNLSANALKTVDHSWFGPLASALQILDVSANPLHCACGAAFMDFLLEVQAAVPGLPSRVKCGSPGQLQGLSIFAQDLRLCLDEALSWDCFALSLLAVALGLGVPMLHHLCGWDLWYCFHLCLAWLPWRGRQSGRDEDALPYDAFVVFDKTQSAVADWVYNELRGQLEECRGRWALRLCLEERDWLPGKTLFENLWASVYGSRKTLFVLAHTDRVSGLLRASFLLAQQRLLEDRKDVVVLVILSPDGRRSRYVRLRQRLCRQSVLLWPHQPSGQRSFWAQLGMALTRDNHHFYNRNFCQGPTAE
# Active calls of the source: *; / = no result given.
SMILES,H9c2 protect,SRC2 inh,MC4R antagonist,ABHD5-PLIN5 inh,ABCB6 inh 2,N-glyco inh,MC4R ag barr,HTR2A ag,NOD2 RIPK2 PPI,TLR9-MyD88 block
CC(=O)Nc1ccc(S(=O)(=O)N2CCN(C(=O)N3CCCCC3)CC2)cc1,-5,-28,5,0,98,0,-1.1,5,2,-8
Cn1ccsc1=NC(=O)c1ccc(Cl)cc1,-8,-41,-7,0,99,-1,-1.6,-1,-2,1
CCN(CC)C(=O)CSc1nc(O)cc(=O)n1-c1ccccc1OC,4,/,1,-9,102,2,-1.1,-1,-7,1
CNc1cc(C(F)(F)F)nc(-c2ccccn2)n1,0,6,15,1,106,0,-1.0,2,-1,-1
CCOc1ccccc1NC(=O)CN(Cc1ccccc1)S(C)(=O)=O,7,8,13,8,99,2,-0.7,4,-18,5
Cc1ccnc(SCC(=O)N2CCc3ccccc3C2)n1,-7,-1,-5,-2,98,0,-2.7,0,3,-4
Cc1ccc(NC(=O)CN(c2cc(C)cc(C)c2)S(=O)(=O)c2c(C)noc2C)nc1,-4,8,-6,0,99,-4,3.7,-5,12,0
COc1ccc(NC(=S)N2CCC(c3nc4ccc(Cl)cc4[nH]3)CC2)c(OC)c1,1,-7,10,-2,92,0,-0.5,-4,9,-8
CN(C(=O)c1cccc(NC(=O)Cc2ccc(NC(=O)C3CCCN(C(=O)C4CC4)C3)cc2)c1)C1CCC1 (stereo not given),-4,3,0,6,89,0,-1.5,5,-3,-15
CCN(CC)S(=O)(=O)c1cccc(-c2cn3cccnc3n2)c1,6,-55,0,-3,95,-2,-2.4,4,-11,-23
COc1cc2c(cc1OC)CN(C(=O)c1cccc([N+](=O)[O-])c1)CC2,-5,-5,0,1,93,0,0.3,-6,-8,-3
Cc1onc(-c2c(Cl)cccc2Cl)c1C(=O)N1CCN(c2ccc(F)cc2)CC1,4,-21,3,-4,86,0,-1.7,-8,13,-4
COc1ccc(-n2c(N)c(Br)c(=O)[nH]c2=O)cc1,20,-2,-6,2,100,0,-0.8,0,3,0
CCN(CC)S(=O)(=O)c1ccc2nc(CSc3nnnn3-c3ccc(O)cc3)[nH]c2c1,-3,15,5,0,100,0,-2.4,-3,-4,-3
C=CCOc1ccc(C2C(C#N)=C(N)N(N(C)C)C3=C2C(=O)CCC3)cc1 (stereo not given),6,10,10,8,101,1,-2.1,-3,-9,-1
COc1ccc(C(=O)c2c(-c3ccc(OC)cc3)oc3ccc(-c4ccc(OC)nc4)cc23)cc1,-11,2,10,0,93,1,0.5,1,2,4
O=C(CN1CCOc2ccccc21)NC1CC1,12,-18,-10,-4,102,1,-0.2,-2,-7,-6
CC(OC(=O)c1ccc(-c2ccc([N+](=O)[O-])cc2)o1)C(=O)NC(N)=O (stereo not given),5,12,-7,2,96,1,-1.7,-5,-1,11
CC(C)c1ccc(NC2CCCN(C(=O)CN3C(=O)CSC3=O)C2)cc1 (stereo not given),-6,18,6,1,96,-3,1.1,1,-6,-2
Cc1c2cnn(CC(=O)O)c(=O)c2c(C)n1Cc1ccccc1,1,-21,5,6,98,0,-1.2,11,3,5
Cc1ccc2nc(-c3ccncc3)cc(C(=O)Nc3ccc(OC(F)F)cc3)c2c1,13,-1,-5,3,81,-8,14*,-3,-8,-3
O=C(NCCO)/C(=C\c1ccco1)NC(=O)c1ccco1,5,-31,0,4,100,-1,1.6,5,-5,8
Cc1cc(C)c(NC(=O)CSc2nnc(SCC(=O)Nc3c(C)cc(C)cc3C)n2N)c(C)c1,6,-8,7,3,98,3,-0.9,1,-4,1
CCOC(=O)C1=CCN(S(=O)(=O)c2ccccc2Br)C1c1ccc(Br)cc1 (stereo not given),-3,-13,/,-1,98,-4,/,0,-3,/
Cc1ccc(CNC(=O)C(=O)NCC2CCCN2S(=O)(=O)c2cccs2)cc1 (stereo not given),0,27,5,1,92,-1,-2.2,8,2,3
O=C(CSc1nc(CCC2CCCC2)nc2ccccc12)NCc1ccc2c(c1)OCO2,-2,-28,25,-10,88,0,20*,-4,-7,3
COc1ccccc1NC(=O)C[n+]1ccccc1,2,13,3,3,101,2,0.0,1,-8,11
COc1ccc(CSc2nnc(-c3ccncc3)n2C)cc1F,-2,-5,7,4,96,11,0.2,-2,-2,-2
CN(Cc1nc2ccccc2c(=O)[nH]1)CC(O)COCc1ccco1 (stereo not given),10,9,0,-4,94,-2,-0.7,-4,-4,11
Cc1ccccc1-c1nc2ccccc2c(=O)o1,-10,-6,-8,5,81,1,2.4,10,-7,-2
CC(C)N(C1=CC(=O)OC12CCCCC2)C(C)C,0,-33,2,-3,102,3,1.6,-5,4,-3
COc1ccc(N=Cc2cc(Cc3ccccc3Cl)cc([N+](=O)[O-])c2O)cc1OC,76*,/,6,9,103,3,7.9,7,6,0
COCCN(C(=S)Nc1ccc(C)cc1C)C(C)c1ccco1 (stereo not given),16,-3,10,-4,95,1,-2.1,2,-9,8
COc1ccc(C(=O)NCC2CCCN2S(=O)(=O)c2cccs2)cc1OC (stereo not given),-3,-1,4,7,94,5,-1.9,5,-11,-2
Cc1cc2oc(=O)cc(CN3CCN(S(=O)(=O)c4cccs4)CC3)c2cc1C,6,-37,3,-4,75,-1,-1.2,8,2,6
CCOC(=O)c1c(-c2ccccc2)csc1NC(=O)c1ccc(S(=O)(=O)N2CCOCC2)cc1,-3,-2,7,0,99,-11,-1.0,-2,-1,-11
O=C(Cc1ccc(F)cc1)Nc1nnc(-c2ccc(F)cc2)o1,2,-1,3,5,95,2,-2.2,-2,-1,4
CCCNC(=O)NC(=O)c1cnccc1C(F)(F)F,14,10,9,0,95,3,-1.2,-5,4,13
O=C(NNC(=O)c1cccc(C(F)(F)F)c1)c1ccc(-n2cnnn2)cc1,-1,-1,-1,8,101,1,-1.5,3,-18,1
CCOC(=O)N1CCN(Cc2c(O)ccc3ccccc23)CC1,-1,-15,6,27*,97,-1,-0.5,1,6,0

# Retrieved by structure from the entries so far (3):
SMILES,H9c2 protect,SRC2 inh,MC4R antagonist,ABHD5-PLIN5 inh,ABCB6 inh 2,N-glyco inh,MC4R ag barr,HTR2A ag,NOD2 RIPK2 PPI,TLR9-MyD88 block
COc1ccc(N=Cc2cc(Cc3ccccc3Cl)cc([N+](=O)[O-])c2O)cc1OC,76*,/,6,9,103,3,7.9,7,6,0
O=C(NNC(=O)c1cccc(C(F)(F)F)c1)c1ccc(-n2cnnn2)cc1,-1,-1,-1,8,101,1,-1.5,3,-18,1
CCOC(=O)c1c(-c2ccccc2)csc1NC(=O)c1ccc(S(=O)(=O)N2CCOCC2)cc1,-3,-2,7,0,99,-11,-1.0,-2,-1,-11

# (next part)
SMILES,H9c2 protect,SRC2 inh,MC4R antagonist,ABHD5-PLIN5 inh,ABCB6 inh 2,N-glyco inh,MC4R ag barr,HTR2A ag,NOD2 RIPK2 PPI,TLR9-MyD88 block
CN1CCN(S(=O)(=O)c2cccc(C(=O)Nc3cc(C(N)=O)cc(C(N)=O)c3)c2)CC1,0,-5,14,8,96,0,-1.3,16*,-11,-12
COc1ccc(NC(=O)CN2C(=O)C(c3ccccc3)=NC23CCCCCC3)cc1,0,4,4,-3,96,0,0.7,-1,0,-8
O=C(c1cccc(F)c1)N1CCCC(C(=O)N2CCCCCC2)C1 (stereo not given),-1,14,11,6,94,0,-1.4,-7,6,-10
CC(=O)C1=C(O)C(=O)N(c2ccc(Br)cc2)C1c1ccc(Cl)cc1 (stereo not given),-5,-13,8,-4,99,0,-2.3,-2,0,-3
CCOc1ccc(CCNC(=O)c2oc3c(c2C)-c2[nH]ncc2CC3)cc1OCC,11,21,-6,1,91,2,-0.3,-4,-2,0
Cc1cccc(C)c1NC(=O)CSc1nnc(CCCCCNC(=O)OC(C)(C)C)o1,3,-6,-4,0,92,-1,-0.3,2,-14,-5
CCCCC1(C2CCCC2)NC(=O)NC1=O (stereo not given),4,-7,4,-3,98,1,-2.1,-2,0,-2
COc1ccc(CC(=O)N(Cc2ccccc2)c2cccc(C)c2)cc1OC,-2,1,3,4,99,-1,-2.8,-2,2,-3
CCNC(=O)c1c(C)[nH]c(C(=O)OCC)c1C,2,-74,5,2,108,-1,0.1,-1,-7,-6
Cc1ccc(CSCCNC(=O)CSCc2ccc([N+](=O)[O-])cc2)cc1,7,3,-6,-1,103,-2,3.4,-3,10,-12
CCCCSc1nc2c(c(=O)[nH]1)CCC2,14,2,6,1,97,-2,0.3,0,-15,-12
O=C(CN1CCCC1=O)NC1C2CC3CC(C2)CC1C3 (stereo not given),0,-14,11,3,97,-1,-0.9,1,-14,-4
COc1ccccc1N1CCN(/N=C/c2ccc([N+](=O)[O-])cc2)CC1,-11,8,5,0,101,2,-0.5,1,5,2
CCCC(=O)O[C@]1(C(=O)CO)CC[C@H]2[C@@H]3CCC4=CC(=O)CC[C@]4(C)[C@H]3[C@@H](O)C[C@@]21C,6,-48,4,-6,99,1,-0.3,1,-22,-10
O=C(Nc1ccncc1)c1cc(S(=O)(=O)N2CCCCC2)ccc1Cl,-9,12,11,5,100,5,-2.7,-6,-14,-10
COc1cccc(NC(=O)C(=O)NCCC2CCCCN2S(=O)(=O)c2ccccc2)c1 (stereo not given),12,-43,3,-3,95,-4,-2.8,-2,-4,1
CNn1cnc2ccsc2c1=O,18,6,1,-2,95,2,-1.4,1,-3,-9
CC1(C)CCCC2=C1CC1C(=O)N(Cc3cccnc3)C(=O)C1C2 (stereo not given),-2,-16,-3,2,100,0,-1.0,1,-3,4
COc1ccc(S(=O)(=O)N2CCCC2CNC(=O)C(=O)NC2CCCC2)cc1 (stereo not given),2,-19,3,-5,101,1,0.1,-4,-6,3
COC(=O)Cc1csc(/N=C/c2c(O)n(-c3cccc(C(F)(F)F)c3)c(=O)c3ccccc23)n1,6,-10,24,-1,100,18,-0.6,1,-10,2
COc1cccc(OC)c1C(=O)Nc1ccc(C)cc1C(=O)c1ccccc1,6,-13,7,2,102,-4,-1.8,0,-5,2
CCC(=O)Nc1ccc(-c2cc3ccccc3oc2=O)cc1,3,-17,2,9,95,3,1.6,-2,-9,-10
CC(=O)Nc1ccc(NC(=O)C(Cc2ccccc2)NC(=O)C2CCCCC2)cc1 (stereo not given),6,-14,22,4,105,3,-0.1,0,-7,-1
CCOc1ccc(-c2nc3ccccc3c(=O)o2)cc1,-16,-16,2,5,91,-5,-0.8,6,2,9
c1ccc(C(c2ccccc2)c2noc(CN3CCC(c4ccncc4)CC3)n2)cc1,-5,7,1,4,98,-3,-0.2,-6,2,4
CCc1ccccc1N1C(=O)CC(N2CCc3ccccc32)C1=O (stereo not given),-2,1,25,-4,99,1,0.9,-2,-12,3
COc1ccc(C(=O)NCCNc2nc3cc(C)cc(C)c3cc2C#N)cc1,/,2,/,-1,/,/,/,0,-6,/
CCCCn1c(N)c(N(CC(C)C)C(=O)C2=NN(c3cc(C)ccc3C)C(=O)CC2)c(=O)[nH]c1=O,3,14,6,12,95,3,2.7,3,2,4
COc1ccc(C2=NN(C(=O)COC(=O)c3ccc(NC(=O)CC#N)cc3)C(c3ccco3)C2)cc1 (stereo not given),-5,10,4,0,88,-1,-4.5,0,-8,2

# The list is partial; count on the stated rates, not on these rows.
